Assay outcomes as filed in PubChem.
KCNQ1 act – potentiators or activators of KCNQ1 channel, primary screen, cell-based, thallium flux, high-throughput; B-score at 10 µM; AID 2648, 2010; 310,000 tested, 0.35% active; Potassium voltage-gated channel subfamily KQT member 1 (Homo sapiens), P51787; CHO-K1 KCNQ1, thallium flux FluxOR fluorescence; stronger effect = higher value;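 active = fluorescence ratio B-score, a plate-corrected score, at least three library SD, with initial intensity B-score within 5 SD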
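Doses: Single concentration per compound, DMSO matched to controls | Test system: KCNQ1-transfected CHO-K1 cells | Timing: 90 min dye loading and 20 min compound exposure, both at room temperature | Measured by: Kinetic FluxOR thallium fluorescence, 10-s 1-Hz baseline, 110-s post-stimulus read | Medium: Assay buffer with matched DMSO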
hERG rescue – hERG rescue from dofetilide block, primary screen, cell-based, CHO-hERG, FluxOR thallium flux, dofetilide IC70. Voltage-gated inwardly rectifying potassium channel KCNH2 (Homo sapiens), Q12809. AID 1511, 2009. activation (rescue from dofetilide block), less the hit threshold, % at 10 µM. dofetilide IC70 present. 310,000 tested, 0.51% active;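 active = activation above the mean of controls blocked by dofetilide plus 5 SD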;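 note: thallium influx through hERG after potassium depolarization seen as dye fluorescence rise; in these data hits start at about 4.7%; inactives centre near -7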
KCNK3 block – human KCNK3 channel inhibitors, primary screen, CHO cells, FluxOR thallium flux, B-score | Potassium channel subfamily K member 3 (Homo sapiens), O14649 | FluxOR fluorescence; stronger effect = lower value | B-score at 10 µM | 340,000 tested, 0.84% active | AID 602410, 2012;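 active = B-score under library mean minus 4 SD, starting fluorescence ratio at most library mean plus 5 SD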;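 note: more negative B-score means stronger inhibition of thallium flux through KCNK3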
Target sequence (O14649 whole entry, looked up): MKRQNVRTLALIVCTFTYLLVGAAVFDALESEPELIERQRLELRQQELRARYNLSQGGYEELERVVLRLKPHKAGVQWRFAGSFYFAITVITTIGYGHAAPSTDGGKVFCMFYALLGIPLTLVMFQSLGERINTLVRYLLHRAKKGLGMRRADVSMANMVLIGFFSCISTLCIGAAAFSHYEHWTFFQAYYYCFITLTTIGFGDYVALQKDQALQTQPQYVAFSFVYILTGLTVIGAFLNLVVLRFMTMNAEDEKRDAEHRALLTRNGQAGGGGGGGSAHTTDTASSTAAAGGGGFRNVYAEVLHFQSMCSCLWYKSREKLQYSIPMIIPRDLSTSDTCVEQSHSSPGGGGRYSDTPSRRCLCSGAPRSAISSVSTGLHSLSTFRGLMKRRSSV
SKKanGAS inh – S. pyogenes SKKanGAS growth inhibitors in kanamycin, primary screen, streptokinase expression inhibitor project, SKKanGAS strain, BacTiter-Glo luminescence. 300,000 tested, 1.3% active. inhibition, % at 7.5 µM. 6 h. AID 1662, 2009;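 active = mean replicate score, as percent of positive control median, at least 50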;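 note: strain carries kanamycin resistance gene driven by streptokinase promoter and grows in 40 µg/ml kanamycin; loss of luminescence reflects streptokinase promoter inhibition or plain growth inhibition; 0% = median of DMSO wells and 100% = positive control at its reference dose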
KCNQ1 inh – inhibitors of human KCNQ1 channel, primary screen, cell-based, thallium flux, high-throughput; 310,000 tested, 1.3% active; CHO-K1 KCNQ1, FluxOR thallium flux fluorescence; stronger effect = higher value; Potassium voltage-gated channel subfamily KQT member 1 (Homo sapiens), P51787; B-score at 10 µM;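 active = compounds whose thallium flux B-score, printed positive for inhibition, exceeds three library SD while starting fluorescence stays within three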;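 note: channel opened by potassium depolarization with thallium stimulus after 20 min compound exposure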
TMEM16A inh – TMEM16A chloride channel inhibitors, primary screen, cell-based, HTS. HEK293 TMEM16A/YFP iodide influx fluorescence, ionomycin. 310,000 tested, 1.2% active. AID 588511, 2011. normalized B-score (activity score, 25-100; higher = stronger inhibition) at 10 µM;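 active = ratio plate-corrected score three or more library SD toward inhibition, starting fluorescence score within five deviations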;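 note: score derived from kinetic fluorescence span divided by baseline fluorescence per well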
RGS4 block – RGS4 inhibitors, primary screen, cell-based, HEK293 M3R inducible RGS4, calcium flux. Regulator of G-protein signaling 4 (Homo sapiens), P49798. 310,000 tested, 0.45% active. B-score at 10 µM. Fluo-4 calcium flux; stronger effect = higher value; triggered by carbachol at its EC20;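 active = B-score, a plate-corrected calcium signal, over three deviations above library mean, with baseline fluorescence within five deviations of library mean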;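 note: RGS4 expression induced by doxycycline in cells with stable M3 receptor; B-score is computed from the integrated fluorescence ratio over baseline after carbachol; higher B-score means a larger calcium signal and so more RGS4 inhibition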
Target sequence (P49798 whole entry, looked up): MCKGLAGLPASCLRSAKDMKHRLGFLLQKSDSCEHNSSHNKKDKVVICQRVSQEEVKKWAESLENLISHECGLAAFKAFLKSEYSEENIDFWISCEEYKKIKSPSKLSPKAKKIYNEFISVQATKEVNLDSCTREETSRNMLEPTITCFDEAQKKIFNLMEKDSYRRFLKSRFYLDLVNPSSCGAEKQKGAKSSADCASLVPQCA
ANO1 activ – TMEM16A chloride channel activators or potentiators, primary screen, cell-based, HTS | HEK293 TMEM16A/YFP-H148Q/I152L, iodide quench fluorescence; stronger effect = lower value | B-score at 10 µM | 340,000 tested, 0.3% active;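 active = fluorescence-ratio B-score plate-corrected deviation score at least 3 library SD below zero, with starting fluorescence score within 5 deviations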;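 note: channel opened by trigger with iodide after compound preincubation; score built on the fluorescence ratio of max minus min over baseline; more negative score means more quench and so TMEM16A activation or potentiation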
KCNK9 inh – KCNK9 potassium channel inhibitors, primary screen, HEK293 cells, thallium flux. Potassium channel subfamily K member 9 (Homo sapiens), Q9NPC2. FluxOR thallium flux fluorescence; stronger effect = lower value. B-score at 10 µM. 310,000 tested, 1.2% active. AID 488922, 2010;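 active = ratio B-score over 3 SD below the library mean, with starting fluorescence within 5 SD of its mean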;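 note: negative B-score means less thallium flux so channel inhibition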
Target sequence (Q9NPC2 whole entry, looked up): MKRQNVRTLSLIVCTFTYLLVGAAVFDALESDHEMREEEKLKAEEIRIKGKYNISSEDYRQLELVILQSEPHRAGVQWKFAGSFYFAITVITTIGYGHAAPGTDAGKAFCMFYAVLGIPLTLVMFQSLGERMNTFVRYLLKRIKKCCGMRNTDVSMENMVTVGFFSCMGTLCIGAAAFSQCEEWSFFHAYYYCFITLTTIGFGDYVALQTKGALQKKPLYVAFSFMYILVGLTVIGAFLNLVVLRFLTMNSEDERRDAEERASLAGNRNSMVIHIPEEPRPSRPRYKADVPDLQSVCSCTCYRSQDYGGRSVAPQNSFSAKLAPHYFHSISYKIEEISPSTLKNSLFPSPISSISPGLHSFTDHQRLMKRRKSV
HDAC3 inhib – HDAC3 deacetylase inhibitors, primary screen, biochemical, fluorescence, cell-free homogeneous. inhibition, % at 8.3 µM. AID 2718, 2010. Histone deacetylase 3 (Homo sapiens), O15379. 320,000 tested, 0.15% active. recombinant HDAC3, fluorogenic peptide/trypsin coupled; in the data active = inhibition above about 26%, passing the limit was not always enough
RGS4 act – RGS4 potentiators or activators, primary screen, cell-based, HEK293 M3R inducible RGS4, calcium flux; carbachol calcium flux Fluo4; stronger effect = lower value; B-score at 10 µM; 310,000 tested, 0.92% active;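 active = B-score of the integrated calcium signal more than 4 SD below the library mean, with starting fluorescence not abnormally high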;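 note: negative B-score means reduced calcium response which marks RGS4 activation or potentiation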
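System – HEK293 FlpIn-TREx cells, stable M3R, doxycycline-inducible RGS4 · Reagent – ECmax carbachol challenge · Times – compound preincubation 20 min at room temperature before agonist · Technique – Fluo4 fluorescence kinetic imaging of calcium · Measure – B score of integrated Fluo4 ratio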
* marks the source's active call; other numbers are inactive results; i = inactive; nt = not tested or not shown.

SMILES	KCNQ1 act	hERG rescue	KCNK3 block	SKKanGAS inh	KCNQ1 inh	TMEM16A inh	RGS4 block	ANO1 activ	KCNK9 inh	HDAC3 inhib	RGS4 act
C[C@@H]1C2CC(C/C2=N\NC(=O)c2ccncc2)C1(C)C (stereo not given in full)	i	-6	i	0	i	i	i	i	i	-4	i
CCOC(=O)C1CCCN(c2ncnc3c2[nH]c2cccc(OC)c23)C1 (stereo not given)	i	-17	nt	10	i	nt	i	nt	i	nt	i
COc1cccc(Oc2ccc(C(F)(F)F)cc2NC(=O)C2=COCCO2)c1	i	-8	i	-13	10*	i	i	i	i	0	i
CC1(C)CC2CC(C)(CN2CC(O)COc2ccccc2)C1 (stereo not given)	i	-7	i	-2	i	i	i	i	i	-9	i
Cc1cc(=O)n2nc(N3CCCC(C(=O)NCCc4ccc(Cl)cc4)C3)sc2n1 (stereo not given)	i	-8	i	2	i	i	i	i	i	5	i
O=C(Nc1ccc2ccccc2c1)/C(=C/c1cccc(Br)c1)NC(=O)c1ccco1	i	-10	i	15	i	i	i	i	i	-6	i
Cc1cc(C)cc(OCC(=O)Nc2ccc3c(c2)C(=O)c2ccccc2C3=O)c1	i	-4	i	-18	i	i	i	i	i	-1	i
Cc1ccc(S(=O)(=O)N2CC3(C)CN(S(=O)(=O)c4ccc(C)cc4)CC(C)(C2)C3=O)cc1	i	-12	i	0	i	i	i	i	i	-1	i
O=C(NC(=S)NCCN1CCOCC1)c1ccc(F)cc1	i	-8	i	1	i	i	i	i	i	0	i
CC(Sc1ccc2c(c1)OCCO2)C(=O)Nc1ccc(N2CCOCC2)cc1 (stereo not given)	i	-20	i	0	i	i	i	i	i	0	i
CN(C)c1ccc(/C=C2\SC(=O)N(CCc3nnc(N)s3)C2=O)cc1	i	-10	i	0	i	i	i	i	i	1	i
COc1ccc(NC(=O)CN(C)C(=O)c2ccc3c(c2)S(=O)(=O)N=C2CCCCCN23)cc1	i	-5	i	1	i	i	i	i	i	2	i
CCNC(=S)N(CCc1c(C)[nH]c2ccccc12)Cc1cc(OC)c(OC)c(OC)c1	i	-5	i	2	i	i	i	i	i	5	i
NC(=O)CSc1nnc(COc2ccccc2)n1CCc1ccccc1	i	-8	i	1	i	i	i	i	i	-5	i
O=C(NNC(=O)c1ccccc1-n1cccc1)c1ccc(Cl)c(Cl)c1	i	-12	i	3	i	i	i	i	i	1	i
Cc1ccc(-c2cc(C(F)F)n3ncc(C(=O)Nc4ccc(S(=O)(=O)Nc5ccccc5C)cc4)c3n2)cc1	i	-1	i	13	i	i	i	i	i	-2	i
CCOC(=O)N1CCN(c2c(NCc3ccc(N(C)C)cc3)c(=O)c2=O)CC1	i	-10	i	1	i	i	i	i	i	0	i
Cc1cc(C)n(-c2ccc(C(=O)N3CCC(CO)(Cc4ccccc4)CC3)cc2)n1	i	-7	i	5	i	i	i	i	i	-4	i
COCCNC(=O)C(=O)Nc1ccc2c(c1)N(S(=O)(=O)c1cccs1)CCC2	i	-13	i	47	i	i	i	i	i	-4	i
COc1ccc(S(=O)(=O)NC(CC(=O)NCCc2ccc(OC)c(OC)c2)C(C)C)cc1 (stereo not given)	i	-18	i	-1	i	i	i	i	i	-2	i
CC1(C)CC(=O)C2=C(C1)N(CC1CCCO1)C(=O)C2(O)C(F)(F)F (stereo not given)	i	-11	i	7	i	i	i	i	i	4	i
Cc1ccccc1NC(=O)Cn1nnc(S(=O)(=O)c2ccc(C(C)(C)C)cc2)c1N	i	-11	i	0	i	i	i	i	i	-5	i
COc1ccc(OCC(=O)N2CCN(c3cccc(C(F)(F)F)c3)CC2)cc1	i	-12	i	-3	i	i	i	i	i	6	i
CC(C)(C)c1cc(C(=O)N/N=C/c2ccco2)n[nH]1	i	-5	i	-12	i	i	i	i	i	9	i
NNC(=O)c1nc(-c2ccccc2)n2c1CCCCC2	i	-9	i	2	i	i	i	i	i	-2	i
CCNC1=C(Cl)C(=O)c2ccccc2C1=O	i	-4	i	11	i	i	i	i	i	-2	i
O=C(Nc1sc2c(c1C(=O)O)CCCC2)c1ccc(Cl)cc1	i	3	i	30	i	i	i	i	i	1	i
Cn1cccc1C(=O)NC(=O)COC(=O)c1cc(S(=O)(=O)N2CCCCC2)ccc1Cl	i	-9	i	-1	i	i	i	i	i	-6	i
COc1ccc(S(=O)(=O)N2CCCOC2CNC(=O)C(=O)NCCCN2CCOCC2)cc1C (stereo not given)	i	-8	i	6	i	i	i	i	i	6	i
Cc1ccc(S(=O)(=O)N/N=C/c2cc(Br)c(C)o2)cc1	i	-8	i	-2	i	i	i	i	i	7	i
CCOc1ccc(NC(=S)Nc2ccc(F)cc2)cc1	i	-8	i	-1	i	i	i	i	i	-1	i
Cc1ccc(S(=O)(=O)N2c3ccccc3NC(=O)CC2C)cc1 (stereo not given)	i	-15	i	-2	i	i	i	i	i	1	i
CN(Cc1ccccc1)C(=O)CN1C(=O)c2ccccc2S1(=O)=O	i	-5	i	4	i	i	i	i	i	-7	i
O=C(O)CCCC(=O)Nc1c(F)c(F)c(F)c(F)c1F	i	-5	i	7	i	i	i	i	i	-3	i
COc1cc2nc(N(CCCN(C)C)C(=O)c3ccc(S(=O)(=O)N(C)C4CCCCC4)cc3)sc2cc1OC	i	-10	i	-2	i	i	i	i	i	0	i
COC(=O)c1cccc(NC(=O)CSc2nnc(COc3ccc(C#N)cc3)n2-c2ccccc2)c1	i	-10	i	8	i	i	i	i	i	-15	i
O=C1c2ccccc2C(=O)N1CC#CCN1CCN(C(c2ccccc2)c2ccccc2)CC1	i	-12	i	-9	i	i	i	i	i	1	i
O=C(NC(Nc1ncc(S(=O)(=O)c2ccc([N+](=O)[O-])cc2)s1)(C(F)(F)F)C(F)(F)F)c1ccc(Cl)cc1	i	-22	i	7	i	100*	i	i	i	6	i
Cc1ccc(C(=O)NCc2nc3ccccc3[nH]2)o1	i	-14	i	3	i	i	i	i	i	1	i
O=S(=O)(c1ccc(NC(=S)NCc2cccnc2)cc1)N1CCCCC1	i	-7	i	1	i	i	i	i	i	3	i
Cc1ccc(C)c(CN2CCC(n3nccc3NC(=O)C3CCCC3)CC2)c1	i	-13	i	11	i	i	i	i	i	3	i
O=C(C1CCCN(CCCc2ccccc2)C1)N1CCCCC1 (stereo not given)	i	-1	i	3	i	i	i	i	i	-13	i
CCOC(=O)CSc1nc2cc(C(=O)N3CCCC3)ccc2c(=O)n1Cc1ccccc1	i	-3	i	0	i	i	i	i	i	3	i
Cc1ccc(CN2C(=O)CCC2C(=O)NC(C)C)cc1 (stereo not given)	i	-6	i	-1	i	i	i	i	i	2	i
C/C(=N/NC(=O)CSc1nc2ccccc2n1C)c1ccc(O)cc1	i	0	i	-7	i	i	i	i	i	0	i
Cc1ccc(C(=O)Nc2cccc(NC(=O)c3cccnc3)c2)cc1	i	-6	i	0	i	i	i	i	i	-5	i
COC(=O)c1cc(-c2ccc(OC)c(OC)c2)c2c(=O)[nH]c(=O)n(C)c2n1	i	-3	i	37	i	i	i	i	i	3	i
Cc1cc(O)c(C2(O)C(=O)Nc3cc(Br)ccc32)cc1C (stereo not given)	i	-5	i	5	i	i	i	i	i	-1	i
Cc1ccccc1C(=O)Oc1ccc(Sc2ccc(O)cc2)cc1	i	-6	nt	96*	i	i	i	nt	i	nt	i
CCOCCCN1CC(C(=O)NCCc2ccc(C)cc2)CC1=O (stereo not given)	i	-3	i	-3	i	i	i	i	i	-6	i
More entries
SMILES	KCNQ1 act	hERG rescue	KCNK3 block	SKKanGAS inh	KCNQ1 inh	TMEM16A inh	RGS4 block	ANO1 activ	KCNK9 inh	HDAC3 inhib	RGS4 act
CC(=O)Nc1ccc(/C=N/OCC(=O)Nc2ccc(C)cc2)cc1	i	-1	i	-3	i	i	i	i	i	-6	i
Cc1ccccc1N/N=C/c1ccc(C#N)cc1	i	-9	i	-1	i	i	i	i	i	-4	i
COc1cccc(NC(=O)CNC(=O)Cn2cnc3sc4c(c3c2=O)CCCC4)c1	i	-11	i	-5	i	i	i	i	i	-3	i
CCOC(=O)Cc1csc(NS(=O)(=O)c2cccc([N+](=O)[O-])c2)n1	i	-4	i	0	i	i	i	i	i	-5	i
Cc1ccc(CNC(=O)CCC2CCCN(Cc3cccc4cccnc34)C2)o1 (stereo not given)	i	-9	i	-1	i	i	i	i	i	-2	i
Cc1ccc(NC(=O)NCCCN2CCCC2=O)cc1C	i	-1	i	29	i	i	i	i	i	-5	i
COc1ccccc1NC(=S)NC(=O)Cc1ccc(Cl)cc1	i	-1	i	-3	i	i	i	i	i	2	i
CCOC(=O)CN(C(=O)CNC(=O)c1ccco1)C(C(=O)NC1CCCC1)c1ccccc1OCC (stereo not given)	i	-4	i	3	i	i	i	i	i	4	i
Cc1cc(C(=O)CSc2nc3ccc(Cl)cc3[nH]2)c(C)n1Cc1ccco1	i	-2	-9.7*	7	i	i	i	i	i	4	i
COc1ccc(/C=N/NC(=O)c2cccc(NC(C)=O)c2)c(OC)c1	i	-5	i	-6	i	i	i	i	i	7	i
COc1ccc(NC(=O)C2CCCN2S(=O)(=O)c2cccc3cccnc23)cc1OC (stereo not given)	i	-10	i	5	i	i	i	i	i	0	i
Cc1ccc(OC(=O)N2CCOCC2)cc1	i	-1	i	9	i	i	i	i	i	2	i
CCn1c(Cc2cccs2)nnc1SCC(=O)NC1CC1	i	-7	i	0	i	i	i	i	i	-2	i
CCOc1ccccc1C1CC(c2ccc(Br)cc2)Nc2nc(N)nn21 (stereo not given)	i	-5	i	9	i	i	i	i	i	-5	i
Cc1ccc(NC(=O)c2ccccn2)c(Br)c1	i	-4	i	11	i	i	i	i	i	2	i
C=CCNC(=S)Nc1ccc2nc(C)oc2c1	i	-9	i	-3	i	i	i	i	i	0	i
